USP2a inhib: inhibitors of human ubiquitin-specific protease USP2a; O75604; USP2a enzymatic assay, qHTS inhibition; Potency, µM (series often up to 38.3 µM), for the others: at the top dose activity change, negative = inhibition, usual class: inhibitors; 0.1% of 60,000 active;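 further: potency means the concentration at half of the fitted maximal effect; nearly all actives have a fitted effect of over 60% in size; plate controls were DMSO for no effect and NEM full inhibition control for full effect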
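USP2 core (20nM final) preincubated 30 min RT with compound, then Ub-PLA2 20nM and NBD C6-HPC 20uM final added; buffer 20mM Tris-HCl pH 8.0, 2mM CaCl2. Fluorescence Ex 460/Em 535 read at 0 and 2.5 h; normalized to NEM.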
Pol III holo inh: DNA polymerase III holoenzyme inhibition; reconstituted DNA polymerase III holoenzyme replication, biochemical; AID 603; Potency, µM (titrated, usually from 57.1 µM), without a hit: at the top dose activity change, negative = inhibition; 0.25% of 71,000 active; further: potency means the concentration at half of the fitted maximal effect; on the % scale 0 is the no-effect control and ±100 the full control effect
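Reconstituted *E. coli* holoenzyme (0.35 nM Pol III, 1 nM beta, 154 nM SSB, 2 nM primase) was preincubated with compound for 15 min at RT. Synthesis on 1.4 nM ssM13Gori ran 35 min, then was stopped with PicoGreen/EDTA and read as dsDNA fluorescence.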
Rhodamine autofl: rhodamine region autofluorescence; Rhodamine-region fluorescence, 547/598 nm, Tris buffer; stronger effect = higher value; max dye-equivalent concentration, M; 0.05% of 59,000 active; AID 594; in the data active means max dye-equivalent concentration above about 11 nM; inconclusive means between about 1.1 nM and that limit
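Compound fluorescence in 100 mM Tris, pH 8.0, read after 15 min at room temperature with 547 nm excitation and 598 nm emission. Output is dye-equivalent concentration from an on-plate rhodamine standard series.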
BRCT inh red: inhibitors of human BRCA1 BRCT-phosphoprotein interaction (red fluorophore). BRCT-phosphopeptide binding, red fluorescence polarization. P38398. Potency, µM (top dose mostly 76.9 µM), for the others: at the top dose activity change, negative = inhibition, actives largely listed as inhibitors. 0.03% of 75,000 active; further: on the % scale 0 is the no-effect control and ±100 the full control effect
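Fluorescence polarization: 100 nM His-tagged BRCA1 BRCT with 100 nM TAMRA-labelled phospho-BACH1 decapeptide, phosphate buffer pH 7.3 with 150 mM NaCl, DTT, 0.01% Tween 20; 12 min RT. Binding inhibition seen as FP decrease.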
HEK293 cAMP ctrl: raises cAMP in parental HEK293 cells, TSHR agonist counter-screen | parental HEK293 CNG cAMP sensor, membrane potential fluorescence | Potency, µM (series often up to 57.1 µM), inactives show top-dose activation, usual class: activators | 2.5% of 73,000 active | AID 938; further: potency means the concentration at half of the fitted maximal effect; % of control where 0% means no effect; nearly all actives have a fitted effect of over 55% in size
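Parental HEK 293 cells stably expressing a modified CNG channel (no TSHR) report cAMP rise as membrane depolarization. Membrane potential dye with 100 uM RO 20-1724 was loaded for 60 min at room temperature, then compound added for 30 min; fluorescence read at 590 nm.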
HADH2 inh: blocks human hydroxyacyl-CoA dehydrogenase type II; Potency, µM (top dose mostly 57.1 µM), for inactives: top-dose activity change, negative = inhibition, most hits filed as inhibitors; 3.4% of 73,000 active; Q99714; recombinant HADH2, NADH fluorescence, beta-hydroxybutyryl-CoA; further: potency means the concentration at half of the fitted maximal effect; on the % scale 0 is the no-effect control and ±100 the full control effect; nearly all actives have a fitted effect of over 60% in size; many of its hits are not listed in these tables
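NADH fluorescence (ex 360/em 450 nm) read every 30 s for 4 min; activity taken as last-minus-first time point difference. Enzyme 20 nM, NAD+ 1 mM, beta-hydroxybutyryl-CoA 90 uM, pH 9.0 Tris buffer.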
Casp7 inh: blocks human caspase-7 allosterically or competitively; P55210; recombinant caspase-7, Ac-DEVD-AFC fluorescence rate; Potency, µM (top dose mostly 57.5 µM), for inactives: at the top dose activity change, negative = inhibition, most hits filed as inhibitors; 0.02% of 75,000 active; active means well fitted inhibition curve with a large enough effect in the main read-out, with a control signal flat, not every such curve was filed as active; inconclusive means small, poorly fitted or top-dose-only effect, or a change in a side signal; further: potency means the concentration at half of the fitted maximal effect; % of control where 0% means no effect
Tau fil binding: binds recombinant human tau filaments | P10636 | recombinant tau filaments, thioflavin S fluorescence, 15 h; filaments grown with octadecylsulfate alongside compound | Potency, µM (titrated, usually from 57.1 µM), without a hit: top-dose activity change, negative = inhibition | 2% of 71,000 active | AID 596;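 further: potency means the concentration at half of the fitted maximal effect; on the % scale 0 is the no-effect control and ±100 the full control effect; actives lower thioflavin S fluorescence by blocking filaments or displacing dye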
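Thioflavine S fluorescence (ex 450, em 510 nm) reports filaments formed from 1 uM human tau plus 30 uM ODS over 15 h at 37 C (10 mM HEPES pH 7.4, 100 mM NaCl, 5 mM DTT); compounds displacing dye or blocking filaments lower signal.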
BRCT PPI green: blocks human BRCA1 BRCT binding to phosphopeptide, green readout | BRCA1 BRCT-phosphopeptide binding, green fluorescence polarization | Potency, µM (series often up to 76.9 µM), for inactives: at the top dose activity change, negative = inhibition, usual class: inhibitors | 0.05% of 75,000 active | AID 875;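 further: potency means the concentration at half of the fitted maximal effect; plate controls were peptide without protein for full effect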
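Compounds were incubated for 12 min at room temperature with a complex of 100 nM fluorescein-tagged pBACH1 decapeptide and 250 nM His-tagged BRCT protein. Buffer was phosphate pH 7.3 with EDTA, DTT and Tween 20. Disruption of binding lowers the polarization signal.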
Caspase-1 inhib: blocks human caspase-1 allosterically or competitively; P29466; Caspase-1 enzyme, Ac-WEHD-AFC fluorogenic rate; Potency, µM (series often up to 57.5 µM), for inactives: at the highest dose activity change, negative = inhibition, usual class: inhibitors; 0.03% of 75,000 active; AID 900;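 further: potency means the concentration at half of the fitted maximal effect; plate controls were vehicle for no effect and no substrate for full effect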
Target sequence (P29466 120-297 limits assumed): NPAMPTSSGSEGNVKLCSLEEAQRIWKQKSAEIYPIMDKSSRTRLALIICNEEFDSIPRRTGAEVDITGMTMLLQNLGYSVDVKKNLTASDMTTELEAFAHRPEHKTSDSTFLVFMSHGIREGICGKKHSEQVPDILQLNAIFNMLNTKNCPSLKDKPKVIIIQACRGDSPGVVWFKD
Target sequence (P29466 317-404 limits assumed): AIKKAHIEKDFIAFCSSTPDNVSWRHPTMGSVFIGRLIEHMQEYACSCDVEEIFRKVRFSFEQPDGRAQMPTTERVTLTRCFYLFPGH
15-hLO inh: 15-hLO (ALOX15) enzyme inhibition. purified 15hLO-1, xylenol orange hydroperoxide absorbance. Potency, µM (doses to about 57.1 µM), for inactives: at the top dose activity change, negative = inhibition, most hits filed as inhibitors. 1.4% of 74,000 active. AID 887; further: potency means the concentration at half of the fitted maximal effect; on the % scale 0 is the no-effect control and ±100 the full control effect; nearly all actives have a fitted effect of over 55% in size
Target sequence (P16050 whole entry, looked up): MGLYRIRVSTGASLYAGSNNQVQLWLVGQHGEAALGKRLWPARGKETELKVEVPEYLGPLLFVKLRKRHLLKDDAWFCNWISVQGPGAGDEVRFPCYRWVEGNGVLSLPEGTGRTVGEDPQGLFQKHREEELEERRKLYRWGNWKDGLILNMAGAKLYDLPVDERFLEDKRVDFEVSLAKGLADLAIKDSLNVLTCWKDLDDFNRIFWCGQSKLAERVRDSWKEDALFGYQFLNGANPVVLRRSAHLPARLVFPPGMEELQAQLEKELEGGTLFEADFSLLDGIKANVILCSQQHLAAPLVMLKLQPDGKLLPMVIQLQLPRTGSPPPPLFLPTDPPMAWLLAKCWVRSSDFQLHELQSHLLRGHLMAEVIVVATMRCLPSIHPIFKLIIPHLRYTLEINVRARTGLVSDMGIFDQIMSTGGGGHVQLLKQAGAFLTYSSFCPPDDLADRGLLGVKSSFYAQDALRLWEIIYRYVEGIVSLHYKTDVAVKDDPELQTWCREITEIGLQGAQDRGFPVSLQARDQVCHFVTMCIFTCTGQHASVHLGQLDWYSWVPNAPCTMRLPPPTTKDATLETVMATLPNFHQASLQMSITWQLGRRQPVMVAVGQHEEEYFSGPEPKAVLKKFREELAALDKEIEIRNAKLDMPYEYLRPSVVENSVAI
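Purified human 15hLO-1 (40 nM) in 25 mM Hepes pH 7.5, 0.01% Triton X-100, preincubated 15 min RT with compound, then 50 uM arachidonic acid for 6 min. Hydroperoxide read by ferrous/xylenol orange, 30 min; 573/405 nm absorbance ratio gave progress.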
Starred values were filed as active, the others as inactive; i = inactive; u = inconclusive; x = no result given; [ ] = remark or other dose. Unless noted, the call rests on the fitted dose curve; in most records, active means well fitted curve in the direction sought with a large enough effect; inconclusive means small, poorly fitted or top-dose-only effect, or another doubt; inactive means no such curve, though single readings can be large; an effect the other way counts as inactive or inconclusive.

| Structure | Rhodamine autofl | HEK293 cAMP ctrl | Caspase-1 inhib | USP2a inhib | Casp7 inh | Tau fil binding | HADH2 inh | BRCT inh red | 15-hLO inh | Pol III holo inh | BRCT PPI green |
| --- | --- | --- | --- | --- | --- | --- | --- | --- | --- | --- | --- |
| CCC(C)(C)n1nnnc1C(c1ccc(OC)c(OC)c1)N1CCN(c2ccc(OC)cc2)CC1 (stereo not drawn) | i | 28% | 1% | 4% | -1% | -8% | -3% | -2.7% | -13% | 7% | -0.2% |
| O=c1c2nnn(Cc3ccc(Cl)cc3)c2ncn1Cc1ccc(F)cc1 | i | 40% | -1% | 3% | -5% | 7% | 8% | 1.2% | 6% | 1% | -2.0% |
| COc1ccc(CN2CC(C(=O)NCCCN3CCOCC3)CC2=O)cc1 (stereo not drawn) | i | 6% | 0% | -1% | 0% | 6% | -3% | 0.0% | 9% | 1% | -1.5% |
| Cc1c(NC(=O)NC(C)N2C(=O)C3C4C=CC(C4)C3C2=O)c(=O)n(-c2ccccc2)n1C (stereo not drawn) | i | 2% | 0% | 0% | 0% | -6% | 4% | 0.3% | 5% | 1% | -1.5% |
| Cc1cc(C)n(-c2nc(SCC(=O)NCC3CCCO3)c3c4c(sc3n2)CCCC4)n1 (stereo not drawn) | i | 25µM* | -4% | 31%[activator] | -6% | 208% | -17% | 1.5% | 2% | -10% | 0.9% |
| Cc1ccccc1N(CC(=O)NCC1CCCO1)C(=O)C1(C)CC(=O)N=C2C=CC=CN21 (stereo not drawn) | i | 2% | 2% | -9% | 6% | -2% | u | 0.5% | 8% | -4% | -2.0% |
| COc1ccc(OC)c(N/C(=N\c2nc(C)cc(C)n2)NC(=O)c2ccco2)c1 | i | 25µM* | 0% | 5% | 0% | 0% | -5% | 0.9% | 4% | -8% | -0.5% |
| CC(C(=O)NC1=NCCS1)N1C(=O)C2CC=CCC2C1=O (stereo not drawn) | i | 5% | 4% | 5% | -1% | -8% | 9% | 1.1% | 15% | -3% | -2.5% |
| Cc1ccc2nc(NCCCNC(=O)c3cnccn3)c(C#N)cc2c1 | i | -13% | -15% | -2% | -11% | 2% | u | -2.5% | -11% | -4% | -1.7% |
| COc1ccccc1-c1nnc(SCC(=O)Nc2ccc(Cl)cc2Cl)o1 | i | 16% | -3% | 47%[activator] | -12% | -27% | -12% | -1.1% | -8% | -2% | 3.5% |
| COCC(N)(c1ccccc1)c1nc2ccccc2n1C (stereo not drawn) | i | 6% | 0% | 1% | -1% | 11% | 8% | -2.4% | 51%[activator] | -1% | -0.8% |
| Cc1noc(/C=C/N(C)C)c1S(=O)(=O)N1CCCC(C(=O)NC2CCCCC2C)C1 (stereo not drawn) | x | 20% | 0% | x | -4% | 37% | -17% | -0.4% | -16% | 1% | 0.0% |
| O=C(Cc1nc(-c2ccc(Br)s2)cs1)NCCN1CCOCC1 | i | 17% | -2% | 18% | -1% | -21% | -24% | -1.2% | -15% | 0% | 1.8% |
| Cn1c(=O)c2c(nc(Br)n2CC(=O)C23CC4CC(CC(C4)C2)C3)n(C)c1=O | i | u | -3% | 7% | -2% | 60% | 15% | 0.2% | 4% | -6% | 1.4% |
| COCCCn1c2nc3ccccc3nc2c2c(=O)n(Cc3ccc(Cl)cc3)cnc21 | i | 17% | 2% | 24% | -3% | -15% | 61%[activator] | 0.0% | -1% | -10% | -3.3% |
| CCOc1ccccc1N(CC(=O)Nc1ccc2c(c1)OCCO2)S(C)(=O)=O | i | 5% | -6% | -2% | -3% | 8% | 5% | 1.1% | 1% | -11% | -0.9% |
| CCCn1nc(C(=O)N2CC(=O)Nc3ccccc32)c2ccccc2c1=O | i | 0% | 0% | 7% | 0% | -5% | -1% | 0.7% | 0% | -3% | 0.2% |
| CC(Sc1nnc(Cn2c(=O)sc3ccccc32)n1C)c1ccccc1 (stereo not drawn) | x | u | -3% | x | 0% | -11% | 0% | -0.9% | -1% | -16% | 1.4% |
| CC(C)NC(=O)C1CCCN(c2nnc(-n3cccc3)s2)C1 (stereo not drawn) | x | u | 4% | x | -2% | -16% | 2% | 3.0% | -1% | -3% | -1.5% |
| COCCN1C(=O)c2ccccc2C(C(=O)NCCCN2CCCC2=O)C1c1c[nH]c2ccccc12 (stereo not drawn) | i | 3% | -1% | 2% | 0% | -8% | -7% | -2.6% | 25µM* | -3% | -2.9% |

The last 2 entries of the section before are carried over, then new ones follow:
| Structure | Rhodamine autofl | HEK293 cAMP ctrl | Caspase-1 inhib | USP2a inhib | Casp7 inh | Tau fil binding | HADH2 inh | BRCT inh red | 15-hLO inh | Pol III holo inh | BRCT PPI green |
| --- | --- | --- | --- | --- | --- | --- | --- | --- | --- | --- | --- |
| CC(C)NC(=O)C1CCCN(c2nnc(-n3cccc3)s2)C1 (stereo not drawn) | x | u | 4% | x | -2% | -16% | 2% | 3.0% | -1% | -3% | -1.5% |
| COCCN1C(=O)c2ccccc2C(C(=O)NCCCN2CCCC2=O)C1c1c[nH]c2ccccc12 (stereo not drawn) | i | 3% | -1% | 2% | 0% | -8% | -7% | -2.6% | 25µM* | -3% | -2.9% |
| Cn1c(=O)c2c(nc(Cl)n2Cc2ccncc2)n(C)c1=O | i | -3% | 2% | 1% | -1% | 6% | -1% | 0.0% | 1% | 1% | -2.0% |
| Cc1cc(C(=O)OCC(=O)c2ccc3c(c2)OCCO3)c(C)o1 | i | u | -4% | -5% | 1%[0.00368 µM] | -9% | 10% | 1.1% | -14% | -8% | 1.8% |
| CC(O)CNC(=O)C1CCN(Cc2ccc(OCc3ccccc3)cc2)CC1 (stereo not drawn) | i | 10% | 2% | -21% | -1% | 27% | 7% | 0.1% | u | -6% | -0.8% |
| Cc1ccc(-c2nc3ncccn3c2Nc2ccc3c(c2)OCCO3)o1 | i | 5%[2.29 µM] | 0% | 11% | -2% | -17% | -13% | -0.7% | -2% | 1% | -3.1% |
| O=C(Nc1ccccc1)N1CCCCC1c1cccnc1 (stereo not drawn) | i | -2% | -1% | 2% | 1% | 1% | -5% | -0.7% | 7% | 0% | -0.9% |
| CC(Sc1sc(=S)sc1SC(C)C(=O)O)C(=O)O (stereo not drawn) | i | 26% | 0% | -10% | -2% | 4% | u | -0.4% | -22% | -7% | -1.6% |
| CC(C)(C)NC(=O)Cn1ccc(=N)c2ccccc21 | i | -3% | -2% | -6% | 0% | -12% | -4% | -0.1% | 8% | -10% | -0.7% |
| CCOC(=O)C1=C(c2ccccc2)N=C2SCC(=O)N2C1c1ccc2c(c1)OCO2 (stereo not drawn) | x | 9% | -6% | 17% | -7% | 21% | -4% | 0.3% | -8% | 2% | 0.9% |
| O=C(O)c1nc(-c2ccccc2)[nH]c1C(=O)O | i | 5%[11.4 µM] | u | x | 0%[11.5 µM] | -10%[11.4 µM] | -16%[11.4 µM] | 0.4%[15.4 µM] | -4%[11.4 µM] | -6%[11.4 µM] | -1.5%[15.4 µM] |
| Cc1nn(Cc2ccc(F)cc2)c(C)c1NC(=O)c1cc(-c2ccc3c(c2)OCO3)on1 | i | 12% | -5% | 33%[activator] | 1% | 14% | 4% | -0.2% | -17% | 1% | -1.1% |
| CCC[C@@H]1C[C@@]1(CCC)C(NC(=O)c1ccccc1)c1cccc(Cl)c1 (stereo partly drawn) | x | 22% | -2% | x | 0% | 60% | 8% | 0.6% | x | -4% | -1.0% |
| COCCNC(=O)CSc1nc2cc(OC)c(OC)cc2c(=O)n1CCC1=CCCCC1 | i | 6% | -1% | 15% | 0% | 4% | -1% | -0.8% | 7% | 0% | -2.3% |
| CN(C)C(=O)c1ccc(-c2cncnc2NC2CCNCC2)cc1 | i | u | 0% | 110%[activator] | -1% | -7% | u | 1.2% | 1% | 0% | -1.4% |
| O=C(O)Cn1ccnc1[N+](=O)[O-] | i | 3%[11.4 µM] | -2%[11.5 µM] | x | 0%[11.5 µM] | -6%[11.4 µM] | 6%[11.4 µM] | -0.5%[15.4 µM] | -6%[11.4 µM] | -9%[11.4 µM] | -1.9%[15.4 µM] |
| CN1C(=O)C2ON(c3ccccc3)C(c3cccs3)C2C1=O (stereo not drawn) | i | 5% | -2% | -4% | 0% | -5% | 9% | 0.1% | 4% | -7% | 0.1% |
| CCN(CC)c1ncnc2c1cnn2C | i | 5% | 1% | 0% | 1% | -18% | -12% | -1.1% | u | -3% | -1.4% |
| COc1ccc(CNC(=O)c2cc(-c3cccc(OC)c3)on2)cc1 | x | 26% | 0% | x | -2% | 273% | 1% | 0.2% | -5% | -1% | 2.3% |
| Cc1ccc(CNC(=O)c2cc3c(=O)n(C)c4ccccc4c3n2C)o1 | x | -10% | -2% | x | -5% | 431% | 5% | -0.8% | 7% | -8% | -0.8% |

This is a subset, so the mix of outcomes need not match the whole.
